High-throughput results as filed in PubChem BioAssay.
AT treatment: candidate therapy for ataxia-telangiectasia. 320,000 tested, 0.19% active. AID 485349. […] A-T fibroblasts, KAP-1 phosphorylation AlphaLISA; neocarzinostatin DNA damage 30 min before lysis. Potency, µM (doses to about 57.5 µM), without a hit: at the highest dose activation, most hits filed as activators; further: potency means the concentration at half of the fitted maximal effect; % of control where 0% means no effect; nearly all actives have a fitted effect of over 45% in size
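hTERT-immortalized A-T patient fibroblasts ([…]), 500 cells/well in OPTI-MEM, 1% FBS, got compounds for 60 min, then NCS for 30 min at 37C. Lysates were then assayed for phospho-KAP-1 by AlphaLISA (anti-pKAP1 donor, anti-KAP1 acceptor beads), 6 hr at 25C.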
Coupling enz: inhibits coupling enzyme system, counter-screen for aldolase hits; coupling enzyme system counterscreen, AmpLite Red fluorescence; activity change, negative = inhibition, % at 58.2 µM, hits read low; 290,000 tested, 0.67% active; AID 2472; in the data active means activity change below about -30%; further: on the % scale 0 is the no-effect control and ±100 the full control effect
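Final compound at 57.5 uM, incubated 10 min at RT with coupling enzyme reagent (glyceraldehyde-3-phosphate), then 20 min with substrate and AmpLite Red detection. Fluorescence read at 525/598 nm; tests interference with the coupling assay, not aldolase inhibition.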
TRPV1 agonist: human TRPV1 agonism; Q8NER1; TRPV1-expressing cells, Fluo-8 calcium influx, agonist mode; activation, % at 8.33 µM; 320,000 tested, 0.19% active; in the data active means activation above about 80%; inconclusive means between about 30% and that limit; further: 0% is about no effect
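TRPV1-expressing cells were cultured overnight at 35.5C and loaded with Fluo-8 calcium dye for 40 to 90 min at room temperature. After a 10 s baseline, compound was added and calcium influx was read kinetically for 3 min (ex 480/em 520 nm).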
CXXC DNA block: MLL CXXC-DNA interaction inhibition; MLL-CXXC / FITC-HOXA9 DNA fluorescence polarization; Potency, µM (highest dose often 115 µM), for the others: top-dose activity change, negative = inhibition, most hits filed as inhibitors; 290,000 tested, 0.037% active; AID 2662; active means well fitted inhibition curve with a large enough effect in the polarisation, with a control signal flat, not every such curve was filed as active; inconclusive means small, poorly fitted or top-dose-only effect, or effect the other way, or a change in a side signal; inactive means no such curve, though single readings can be large or run the other way; the % refers to the polarisation; further: potency means the concentration at half of the fitted maximal effect
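Purified MLL-CXXC (added from a 7 uM solution) was preincubated 5 min at ambient with pinned compounds in 50 mM Tris-HCl pH 7.5, 50 mM NaCl, 1 mM DTT, 0.05% BSA. Fluorescein-labeled HOX-A9 DNA (50 nM solution) followed, 30 min, then polarization read.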
a7 integrin act: activators of alpha7 integrin expression for muscular dystrophy; AID 624291; Potency, µM (top dose mostly 38.3 µM), for the others: top-dose activation, usual class: activators; 350,000 tested, 0.064% active; alpha7betagal myoblasts, beta-gal FDG fluorescence, 48 h;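 further: potency means the concentration at half of the fitted maximal effect; 100% = response of the positive control SU9516; nearly all actives have a fitted effect of over 60% in size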
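alpha7betagal+/- myoblasts (passage 13, 250/well) treated 48 h at 37C with compounds at 1:260 dilution of DMSO stock. Lysed, then beta-galactosidase activity read as FDG fluorescence (ex 480/em 540) after 30 min, with pre-read for autofluorescence.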
KCNH2 WT inh: inhibitors of human wildtype KCNH2 potassium channel; U2OS, BacMam KCNH2, thallium flux FluxOr; active compounds read low; AID 720551; activity change, % at 1.84 µM; Q12809; 340,000 tested, 0.37% active;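 active means maximum activity change below -70%; inconclusive means maximum activity change between -70% and -50%; inactive means maximum activity change above -50%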; further: on the % scale 0 is the no-effect control and ±100 the full control effect
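U2OS cells transduced with wild-type KCNH2 virus are loaded with FluxOr dye for 45 min, and thallium flux is measured in kinetic reads before and after stimulation buffer. Rate constants are normalized to DMSO controls.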
MBNL1-CUG inh: inhibitors of human MBNL1 binding to CUG repeat RNA; TR-FRET MBNL1-His/biotin-(CUG)12 binding, 665/545 ratio; Potency, µM (highest dose often 57.5 µM), without a hit: at the highest dose activity change, negative = inhibition, most hits filed as inhibitors; 280,000 tested, 0.036% active; active means well fitted inhibition curve with a large enough effect in the signal ratio, with a control signal flat, not every such curve was filed as active; inconclusive means small, poorly fitted or top-dose-only effect, or effect the other way, or a change in a side signal; inactive means no such curve, though single readings can be large or run the other way; the % refers to the signal ratio; further: potency means the concentration at half of the fitted maximal effect; on the % scale 0 is the no-effect control and ±100 the full control effect
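TR-FRET readout: Ex 340 nm, 665/545 nm emission ratio, normalized to buffer-only (basal) and MBNL1-(CUG)12 controls. Complex of MBNL1-His with Biotin-(CUG)12, compounds 92 nM–58 uM, incubated 60 min at room temperature.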
GALK inhibitor: inhibitors of human galactokinase; P51570; Purified GALK, Kinase-Glo residual ATP luminescence; Potency, µM (top dose mostly 57.5 µM), for inactives: at the top dose activity change, negative = inhibition, actives largely listed as inhibitors; 270,000 tested, 0.007% active; further: potency means the concentration at half of the fitted maximal effect; on the % scale 0 is the no-effect control and ±100 the full control effect
Target sequence (P51570 whole entry, looked up): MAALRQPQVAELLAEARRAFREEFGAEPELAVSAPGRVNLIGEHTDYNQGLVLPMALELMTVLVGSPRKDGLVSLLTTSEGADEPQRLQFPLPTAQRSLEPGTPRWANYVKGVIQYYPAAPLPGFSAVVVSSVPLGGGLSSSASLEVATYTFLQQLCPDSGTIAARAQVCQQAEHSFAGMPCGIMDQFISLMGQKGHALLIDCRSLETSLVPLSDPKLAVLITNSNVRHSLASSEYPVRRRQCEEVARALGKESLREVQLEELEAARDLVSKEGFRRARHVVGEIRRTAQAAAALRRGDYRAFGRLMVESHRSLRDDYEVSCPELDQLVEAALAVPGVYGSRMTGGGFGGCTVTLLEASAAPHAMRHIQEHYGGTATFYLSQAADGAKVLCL
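Galactose (100 uM) and ATP (35 uM) were turned over by 5 nM GALK for 1 h at RT. Kinase-Glo Plus then converted the remaining ATP into a luminescent signal.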
ASM inhibitor: human S-ASM enzyme inhibition; P17405; placental ASM, HMU-PC fluorogenic substrate, 60 min; Potency, µM (doses to about 57.5 µM), for inactives: top-dose activity change, negative = inhibition, hits mostly inhibitors; 340,000 tested, 0.006% active; AID 504937; further: potency means the concentration at half of the fitted maximal effect
Target sequence (P17405 47-631 limits assumed): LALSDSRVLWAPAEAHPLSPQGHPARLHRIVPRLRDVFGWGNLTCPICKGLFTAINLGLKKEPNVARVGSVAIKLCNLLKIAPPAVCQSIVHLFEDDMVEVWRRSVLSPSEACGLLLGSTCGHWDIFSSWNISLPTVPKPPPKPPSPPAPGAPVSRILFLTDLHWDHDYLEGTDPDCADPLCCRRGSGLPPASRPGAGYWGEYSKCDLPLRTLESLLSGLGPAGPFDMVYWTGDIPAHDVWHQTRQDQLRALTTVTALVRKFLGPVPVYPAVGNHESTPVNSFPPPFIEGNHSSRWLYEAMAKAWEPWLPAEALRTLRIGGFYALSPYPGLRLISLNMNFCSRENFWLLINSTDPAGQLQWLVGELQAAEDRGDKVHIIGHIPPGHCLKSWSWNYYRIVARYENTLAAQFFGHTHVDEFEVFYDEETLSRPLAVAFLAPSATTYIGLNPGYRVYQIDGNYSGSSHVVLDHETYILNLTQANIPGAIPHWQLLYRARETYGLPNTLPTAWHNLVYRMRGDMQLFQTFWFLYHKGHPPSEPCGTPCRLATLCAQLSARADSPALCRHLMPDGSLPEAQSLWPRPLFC
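Human placenta-derived ASM preincubated with compound 10 min at room temperature, then reacted with 9 uM (final) fluorogenic HMU-PC substrate for 60 min at 37 C. Stop solution raises pH to 10; fluorescence read at Ex 386/Em 447 nm.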
KCNH2 3.1 block: KCNH2 3.1 (human) potassium channel inhibition | activity change, % (tested at about 1.8 µM) | 340,000 tested, 0.95% active | U2OS KCNH2 3.1, thallium flux FluxOr; active compounds read low;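 active means maximum activity change below -70%; inconclusive means maximum activity change from -70% to -50%; inactive means maximum activity change above -50%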;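 further: thallium influx rate constant from kinetic fluorescence after stimulation buffer; on the % scale 0 is the no-effect control and ±100 the full control effect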
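Steps: virus added to U2OS suspension (4 h, RT, dark); medium with 10% FBS added, cells plated, 37 C overnight; FluxOr/Red40 loading buffer 45 min RT; stimulation buffer, 2 min kinetic read; rate constant normalized.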
Numbers without * were called inactive; ? = inconclusive; . = not tested or not shown; [ ] = remark or other dose. Unless noted, the call rests on the fitted dose curve; in most records, active means well fitted curve in the direction sought with a large enough effect; inconclusive means small, poorly fitted or top-dose-only effect, or another doubt; inactive means no such curve, though single readings can be large; an effect the other way counts as inactive or inconclusive.

SMILES	AT treatment	Coupling enz	TRPV1 agonist	CXXC DNA block	a7 integrin act	KCNH2 WT inh	MBNL1-CUG inh	GALK inhibitor	ASM inhibitor	KCNH2 3.1 block
Cc1cc(C)c(C)c(S(=O)(=O)N2CCN(C(=O)c3cc(S(=O)(=O)N4CCOCC4)ccc3F)CC2)c1C	11%	.	.	.	3%	-4	.	.	-14%	-5
COc1c(F)c(F)c(C(=O)Nc2ccc3oc(-c4ccncc4)nc3c2)c(F)c1F	3%	1	0	-5%	14%	1	100%[activator]	-2%	13%	-14
COc1cccc(CN(C)CC(=O)Nc2ccccc2C(C)C)c1	22%	3	?	0%	4%	-6	-6%	0%	1%	-2
O=C(Nc1cccc(F)c1)N1CC=C(c2ccc(Cl)cc2)CC1	4%	-15	1	0%	23%	8	1%	0%	2%	-3
CC(=O)c1c(C)[nH]c(C(=O)OCC(=O)Nc2ccc(C)cc2[N+](=O)[O-])c1C	-3%	1	8	9%	25%	-1	.	0%	-12%	?
CCN(CC(=O)Nc1ccc(NC(C)=O)cc1)C(=O)Cc1c(Cl)cccc1Cl	4%	.	1	-7%	14%	-6	2%	0%	0%	7
Cc1oc(-c2ccc(Cl)cc2)nc1CN1CCC(C(=O)NCCCN2CCCC(C)C2)CC1 (configuration not stated)	-3%	.	1	4%	-33%[inhibitor]	40	-3%	6%	4%	-8
CC1(c2ccccc2)NC(=O)N(CC(=O)Nc2cc(Cl)ccc2N2CCOCC2)C1=O (configuration not stated)	3%	.	7	.	7%	4	.	.	-3%	9
COc1ccccc1/C=C/C=N/N1CCN(c2ccccn2)CC1	5%	-5	2	-7%	-37%	-1	7%	-2%	5%	-2
C/C(=N\NC(=O)c1c(Br)c(C)nn1C)c1ccc(NC(=O)c2ccoc2C)cc1	-1%	3	1	1%	-4%	8	-13%[11.5 µM]	.	7%	-2
Cn1c(=O)c2c(ncn2CC(=O)N2CCN(S(=O)(=O)c3ccc(Cl)cc3)CC2)n(C)c1=O	2%	0	-5	2%	16%	5	-18%	3%	-1%	6
O=C(COc1cc(Cl)c(Cl)cc1Cl)Nc1cccc(O)c1	-5%	2	?	7%	22%	4	-2%	2%	-1%	9
CCn1cnc2cc(NS(=O)(=O)c3ccc(C)cc3)ccc21	0%	2	0	0%	3%	-3	-10%	0%	0%	7
COc1cccc(CN(C)Cc2c(O)ccc3ccccc23)c1	0%	-16	5	34%[activator]	12%	-7	15%	1%	6%	11
C[C@@H]1CN([C@@H](C)CO)C(=O)c2cccc(NC(=O)Nc3ccccc3)c2O[C@H]1CN(C)C(=O)Nc1cccc2ccccc12	-5%	.	.	.	11%	-19	.	.	-17%	19

Part of the list above, with two lines to a compound:
Values run as follows: AT treatment | Coupling enz | TRPV1 agonist | CXXC DNA block | a7 integrin act | KCNH2 WT inh | MBNL1-CUG inh | GALK inhibitor | ASM inhibitor | KCNH2 3.1 block
COc1ccccc1/C=C/C=N/N1CCN(c2ccccn2)CC1
→ 5% | -5 | 2 | -7% | -37% | -1 | 7% | -2% | 5% | -2
C/C(=N\NC(=O)c1c(Br)c(C)nn1C)c1ccc(NC(=O)c2ccoc2C)cc1
→ -1% | 3 | 1 | 1% | -4% | 8 | -13%[11.5 µM] | . | 7% | -2
Cn1c(=O)c2c(ncn2CC(=O)N2CCN(S(=O)(=O)c3ccc(Cl)cc3)CC2)n(C)c1=O
→ 2% | 0 | -5 | 2% | 16% | 5 | -18% | 3% | -1% | 6
O=C(COc1cc(Cl)c(Cl)cc1Cl)Nc1cccc(O)c1
→ -5% | 2 | ? | 7% | 22% | 4 | -2% | 2% | -1% | 9

(further entries)
SMILES	AT treatment	Coupling enz	TRPV1 agonist	CXXC DNA block	a7 integrin act	KCNH2 WT inh	MBNL1-CUG inh	GALK inhibitor	ASM inhibitor	KCNH2 3.1 block
COc1cccc(OC)c1C(=O)Nc1ccc(S(=O)(=O)Nc2ncccn2)cc1	-1%	4	-5	-9%	47%	-10	1%	3%	1%	13
Cc1noc(C)c1NC(=O)Nc1ccc2c(c1)C(=O)N([C@H](C)CO)C[C@H](C)[C@@H](CN(C)S(C)(=O)=O)O2	-2%	.	.	.	22%	11	.	.	-2%	13
O=C(Nc1ncc(Cc2cccc(C(F)(F)F)c2)s1)c1ccc(-c2cccc([N+](=O)[O-])c2)o1	-4%	1	2	-4%	6%	1	-5%	2%	0%	-30
COc1cc(OC)cc(C(=O)NCC(=O)OCC(=O)N2CC(C)CC(C)C2)c1 (configuration not stated)	26%	0	-8	11%	3%	-12	2%	12%	4%	12
CCN(CC)c1ccc2cc(-c3nc4ccccc4[nH]3)c(=O)oc2c1	?	-8	152*	?	-34%[inhibitor]	-93*	?	0%	28%	-112*
Cc1c(C(=O)NC2CCCc3ccccc32)oc2ccc(S(=O)(=O)N3CCCC3)cc12 (configuration not stated)	-1%	4	-8	14%	10%	-16	0%	-1%	0%	-13
Cc1ccc(S(=O)(=O)N2CCC(C(=O)OCCOc3ccccc3)CC2)cc1C	19%	.	8	.	-13%	-12	.	.	3%	-15
COC(=O)c1sccc1NC(=O)COc1ccc(Cl)cc1Cl	0%	4	3	7%	17%	-3	?	1%	-6%	-17
COc1ccc(CNc2ccccc2SC)cc1OC	.	-11	7	0%	0%	-10	4%	5%	-1%	-17
COc1ccccc1N1CCN(Cc2cc(OC)c3c(c2)OCO3)CC1	2%	2	1	2%	-24%	1	-23%	4%	4%	1
CCOc1ccc2nc(N/C(N)=N/C(=S)Nc3cccc(C)c3)nc(C)c2c1	-6%	2	2	2%	-5%	-4	1%	2%	19%	-10
O=C(NC1CCS(=O)(=O)C1)c1cccs1 (configuration not stated)	1%	1	-2	-1%	3%	3	-5%	0%	3%	-12
CNC(=O)c1sc(Nc2cc(C)ccc2C)nc1C	-3%	0	2	-1%	9%	-2	-4%	1%	4%	-4
CC1(C)CC(=O)C=C(c2ccc3c(c2)OCO3)C1	.	.	.	.	-4%	1	.	.	22%	-5
CCOc1ccc(NC(=O)Cn2cc(C(=O)CC)c3ccccc32)cc1	-9%	1	-3	10%	14%	-6	-2%	2%	6%	3
Cc1ccc(-n2c(SCCN)nnc2-c2cccc(C)c2)cc1	-10%	-1	12	6%	-55%[inhibitor]	27	-2%	-2%	-3%	-5
CCOc1ccccc1NC(=O)Cn1nc(-c2ccco2)ccc1=O	-1%	-2	-1	1%	-6%	3	23%	-1%	10%	4
O=c1cc(CN2CCOCC2)nc(C2CC2)[nH]1	-7%	3	-6	14%	11%	7	5%	-1%	-1%	1
OCC1OC(Oc2cccc3ccccc23)C(O)C(O)C1O (configuration not stated)	7%	0	-2	-8%	-9%	-10	1%	.	3%	-8
CCn1cnc2cc(NCc3ccc(C)cc3)ccc21	3%	-13	2	4%	-10%	.	5%	0%	4%	.
CCN1CCC(NC(=O)Nc2cc(Cl)ccc2OC)CC1	-3%	-2	-4	0%	0%	45	-10%	1%	0%	.
CC(=O)c1ccccc1OCCCCN1CCCCC1	0%	2	2	1%	-9%	-7	0%	-4%	5%	-13
COc1cc(/C=C/C(=O)OCC(=O)N2CC3(C)CC2CC(C)(C)C3)ccc1O (configuration not stated)	-8%	0	?	-4%	-12%	-2	?	6%	39%[activator]	-6
COc1ccc(NC(=S)N/N=C2\CC(C)(C)Oc3ccc(OC)cc32)cc1	8%	6	-3	5%	20%	-16	2%	1%	7%	-9
Cc1cc(OCC(=O)Nc2ccccc2C(N)=O)c2c(C)cc(=O)oc2c1	-3%	2	2	-7%	3%	7	-1%	.	-8%	7
CN(CCC#N)C(=O)COC(=O)[C@H](Cc1ccccc1)N1C(=O)c2ccccc2C1=O	12%	0	1	29%	16%	10	6%	1%	3%	-4
COc1ccccc1CNC(=O)CCCn1nc(C)c2c(C)n(-c3ccc(C)cc3)nc2c1=O	-1%	-2	0	0%	-4%	-25	-9%	-2%	0%	12
O=C(Nc1ccc2c(c1)OCO2)N1CCCC1	1%	2	2	19%	-10%	2	-7%	4%	7%	1
O=S(=O)(NCc1ccccc1)c1ccc(S(=O)(=O)N2CCCC2)cc1	3%	3	16	-2%	20%	3	2%	2%	-5%	2
Cn1cnc2c(N3CCCCC3)nccc21	6%	-8	-5	1%	25%	-6	-3%	-4%	1%	3
Cc1ccc(Cn2cc(C(=O)c3ccc(F)cc3)c(=O)c3cc4c(cc32)OCCO4)cc1	3%	3	-2	16%	20%	6	42%[activator]	.	-7%	?
CC(=O)Nc1ccc(C(=O)NNC(=O)Cc2ccccc2)cc1	-3%	3	-4	-3%	-26%	14	2%	4%	3%	-7
CCCOc1nnnn1-c1ccccc1	7%	0	-6	-5%	-9%	-1	-9%	-3%	-2%	2
CCC(=O)Nc1ccc(Cl)c(NC(=S)NC(=O)c2cc3ccccc3o2)c1	5%	1	-3	-15%	-9%	-2	-13%	-2%	2%	2
